PglD DTNB: C. jejuni PglD acetyltransferase inhibitors, primary screen, biochemical, DTNB colorimetric, single point. UDP-N-acetylbacillosamine N-acetyltransferase PglD (Campylobacter jejuni). purified PglD enzyme, DTNB colorimetric CoA detection. inhibition, % at 12.5 µM. 360,000 compounds, 0.098% hits. AID 602405, 2012; in the data active means inhibition above about 16%, passing the limit was not always enough; further: strong numbers were not always called active
RAD54 inh: inhibitors of human RAD54 branch migration, primary screen, biochemical, fluorescence, single point | inhibition, % at 10.4 µM | RAD54 Holliday junction branch migration, FAM/BHQ fluorescence | DNA repair and recombination protein RAD54-like (Homo sapiens), Q92698 | 360,000 compounds, 0.14% hits | AID 602329, 2012;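 active means mean normalized replicate activity at least 40 and at least half of replicates scoring 40 or more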;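 further: 0% = median of neutral control wells and 100% = median of positive control wells; inhibitors cause a drop in the FAM fluorescence signal; in these data hits start at about 50%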
Target sequence (Q92698 whole entry, looked up): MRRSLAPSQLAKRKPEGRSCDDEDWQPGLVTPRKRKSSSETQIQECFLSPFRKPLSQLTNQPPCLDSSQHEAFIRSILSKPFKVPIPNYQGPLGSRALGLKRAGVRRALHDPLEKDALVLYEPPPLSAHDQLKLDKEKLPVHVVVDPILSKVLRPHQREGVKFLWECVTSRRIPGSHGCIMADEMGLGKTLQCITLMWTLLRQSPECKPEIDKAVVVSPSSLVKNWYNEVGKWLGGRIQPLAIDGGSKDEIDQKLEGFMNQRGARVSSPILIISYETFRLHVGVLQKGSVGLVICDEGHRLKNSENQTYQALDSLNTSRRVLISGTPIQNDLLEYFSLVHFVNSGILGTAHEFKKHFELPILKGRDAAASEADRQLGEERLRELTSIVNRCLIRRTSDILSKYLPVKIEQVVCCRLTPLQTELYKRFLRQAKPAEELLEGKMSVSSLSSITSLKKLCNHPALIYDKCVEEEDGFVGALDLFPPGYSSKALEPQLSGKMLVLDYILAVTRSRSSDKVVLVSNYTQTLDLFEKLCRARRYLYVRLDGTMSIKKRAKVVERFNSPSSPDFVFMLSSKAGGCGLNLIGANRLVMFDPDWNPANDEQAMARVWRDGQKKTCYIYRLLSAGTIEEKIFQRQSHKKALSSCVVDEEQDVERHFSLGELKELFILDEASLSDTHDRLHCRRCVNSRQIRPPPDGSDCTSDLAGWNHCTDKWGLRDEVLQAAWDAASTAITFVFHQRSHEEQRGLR
E-selectin induc: E-selectin induction in HUVECs, primary screen, imaging, HUVEC, immunofluorescence imaging, single point | P16581 | normalized: neutral wells 0, TNF-alpha wells 100 | activation, % at 7.58 µM | 260,000 compounds, 0.37% hits | AID 686992, 2013;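 active means mean E-selectin-positive cell signal at least 10% of the positive control, reached in at least 60% of replicates, without over 20% cell loss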;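 further: in these data hits start at about 27%; measured in HUVEC primary endothelial cells; signal is the percent of cells scored E-selectin positive by PE staining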
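Assay system: HUVEC primary endothelial cells. Input: 3,000 HUVEC seeded per well. Doses: one compound dose added by pin transfer. Read-out basis: % PE-positive cells. Benchmarks: TNF-alpha high, DMSO low. Detection: immunofluorescence imaging. Buffer or medium: EGM-2, gelatin.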
miR122 inh: miR-122 Renilla sensor signal increase in Huh7, primary screen, miR-122 inhibitor project, cell-based, single point, plate reader; Huh7 miR-122 Renilla luciferase sensor, 48 h; neutral wells = 0, positive control = 100; 340,000 compounds, 0.3% hits; activation (reporter increase), % at 12.5 µM;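 active means mean replicate activation score at least 90 and every replicate individually at or above 90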;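 further: higher luciferase means less miR-122 activity so hits act as miR-122 inhibitors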
PGC1a acetyl inh: inhibitors of PGC1a acetylation signal, primary screen, cell-based, U2OS, AlphaScreen, inhibitor mode; AlphaScreen anti-acetyl-lysine; with virally co-expressed GCN5 acetyltransferase; inhibition, % at 15.6 µM; AID 651687, 2012; 350,000 compounds, 0.17% hits;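 active means every replicate shows inhibition of at least 40%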;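 further: 0% = neutral control wells and 100% = positive control wells; some results beyond the cut were filed as inactive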
Cneo AK release: Cryptococcus neoformans cell lysis inducers, primary screen, AK release luminescence, single concentration; lysis activity, % at 15 µM; 360,000 compounds, 0.2% hits; C. neoformans lysis, adenylate kinase release luminescence, 4 h; normalised: neutral wells 0, clomiphene wells 100;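 active means mean lysis activity across replicates of at least 80%, whatever share of replicates individually reach that level; inactive means mean lysis activity below 80%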
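read-out = cell lysis signal | test system = log-phase Cryptococcus neoformans yeast cells | input = cells at 5 × 10^6 per mL | medium = fresh YPD growth medium | signal = luminescent adenylate kinase detection reagent | timing = 4 h at 37 °C static, read 1 h later | dosing = single dose | controls = Clomiphene as positive lysis control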
ERAP1 HTS inh: human ERAP1 aminopeptidase inhibitors, primary screen, biochemical, single point, plate reader | Endoplasmic reticulum aminopeptidase 1 (Homo sapiens), Q9NZ08 | recombinant ERAP1, Leu-AMC fluorescence, 60 min | inhibition, % at 10.7 µM | 340,000 compounds, 0.15% hits | AID 652197, 2013;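 active means mean replicate inhibition of at least 30%, or all replicates individually reaching that 30% level; inactive means mean below 30% and not every replicate reaching it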;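 further: 0% = neutral control wells and 100% = L-leucinethiol positive control wells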
RAD52 inh: RAD52 DNA annealing inhibitors, primary screen, biochemical, FRET, single point, set 2; 360,000 compounds, 0.46% hits; recombinant RAD52 DNA annealing, FRET fluorescence; inhibition, % at 18.7 µM; DNA repair protein RAD52 homolog (Homo sapiens), P43351;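 active means every replicate showing at least 50% inhibition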
Numbers without * were called inactive; . = not tested or not shown; [ ] = dose if it differs, or a comment.

SMILES	PglD DTNB	RAD54 inh	E-selectin induc	miR122 inh	PGC1a acetyl inh	Cneo AK release	ERAP1 HTS inh	RAD52 inh
O=C(O)c1cc(-n2[nH]c(=O)c3ccccc3c2=O)ccc1Cl	1	8	.	0	3	0	-7	-12
CCC(CO)Oc1cc(NCc2ccc(C(F)(F)F)cc2)c2ncn(C(C)C)c2c1 (configuration not stated)	7	-3	0.0	2	-1	-4	-1	29
CCCc1nc2oc3c(NCCN4CCOCC4)ncnc3c2c2c1CCCC2	-1	-4	.	-3	11	1	.	.
Cc1cc(C)cc(NC(=O)CSc2ccccc2)c1	.	.	.	7	-5	.	-2	-7
CC(C)(C)c1ccc(OCC(=O)O)cc1	2	-3	.	.	3	-2	.	.
Cc1cc(C)c[n+](-c2nc([O-])sc2C=O)c1	-1	-1	.	-2	42	3	.	.
COc1ccc(C2(CNC(=O)CCC(=O)O)CCCC2)cc1OC	-3	-3	.	1	0	5	.	.
O=Cc1ccccc1-c1cn(CCCOCc2ccccc2)nn1	1	-3	-0.1	17	6	2	1	2
CC(C)(C)c1cccc(Oc2nn[nH]n2)c1	2	-10	.	-9	-3	-1	.	.
CC(=O)NCCNc1nc(NCC2CC2)nc2cc(-c3ccccc3)sc12	-2	12	0.3	-4	.	0	-3	-19
N#Cc1ccc(OCC(=O)NCCc2ccccn2)cc1	-5	-4	.	-3	-8	3	.	.
O=C(C1CCCN(Cc2ccccc2)C1)N1CCCCC1 (configuration not stated)	-1	-5	.	-1	6	0	.	.
N#CCCCSc1nnc(CSc2nc3ccccc3s2)n1-c1ccccc1	1	7	.	-5	-3	-2	.	.
Cc1ccc(C)c2[nH]c(=O)c(CN(CC3CCCO3)S(=O)(=O)c3ccc4c(c3)OCCO4)cc12 (configuration not stated)	2	-7	.	1	-4	-3	.	.
CCOC(=O)c1ccc(NC(=O)CSCC(=O)OCC(=O)c2ccccc2)cc1	-1	-12	1.6	-5	8	5	-3	-44
CC(OC(=O)CNC(=O)c1ccc(Cl)cc1)C(=O)NC1CCCCC1C (configuration not stated)	.	.	-0.2	-1	17	.	-5	-3
CC1(CCc2ccccc2)NC(=O)N(CC(=O)N2CCCCCC2)C1=O (configuration not stated)	-5	3	0.1	-4	.	1	-11	-3
COCCCNC(=O)C1C2C=CC3(CN(Cc4ccc(C)cc4)C(=O)C13)O2 (configuration not stated)	0	-3	.	-20	6	-3	-4	-13
CCC(=O)N1[C@@H](CO)[C@@H](c2ccccc2)C12CN(C(=O)Nc1ccccc1F)C2	.	.	0.0	.	-7	.	-5	-11
COc1ccc2[nH]c(=O)c(CN(C(C)=O)c3cccc(C)c3)cc2c1	0	2	.	-6	-1	-13	.	.
Cc1nc2nc(C)c(CCC(=O)N3CCc4ccccc43)c(C)n2n1	5	1	.	-8	3	0	.	.
N#Cc1ccc(C(c2nnnn2C2CCCC2)N2CCC(Cc3ccccc3)CC2)cc1 (configuration not stated)	4	6	.	-5	-19	4	.	.
COc1ccc(S(=O)(=O)N(C)C[C@H]2OCCCC[C@@H](C)Oc3ccc(NC(=O)NC(C)C)cc3C(=O)N([C@H](C)CO)C[C@@H]2C)cc1	4	5	-0.1	-9[16.7 µM]	-1	-3	0	28
COc1cccc(CNCCNC(=O)c2ccco2)c1OC	4	4	.	2	-2	10	.	.
O=C(N[C@@H]1CC[C@@H](CCn2cc(C3CCCCC3)nn2)O[C@H]1CO)c1cccnc1	-4	1	-0.3	.	-4	0	0	-15

Of the compounds above, 2 have a Cl atom.
SMILES	PglD DTNB	RAD54 inh	E-selectin induc	miR122 inh	PGC1a acetyl inh	Cneo AK release	ERAP1 HTS inh	RAD52 inh
O=C(O)c1cc(-n2[nH]c(=O)c3ccccc3c2=O)ccc1Cl	1	8	.	0	3	0	-7	-12
CC(OC(=O)CNC(=O)c1ccc(Cl)cc1)C(=O)NC1CCCCC1C (configuration not stated)	.	.	-0.2	-1	17	.	-5	-3

(list continues)
SMILES	PglD DTNB	RAD54 inh	E-selectin induc	miR122 inh	PGC1a acetyl inh	Cneo AK release	ERAP1 HTS inh	RAD52 inh
CC1CN(c2ccc(Cl)cc2)c2nc3c(c(=O)[nH]c(=O)n3C)n2C1 (configuration not stated)	-5	-5	1.5	3	-2	3	0	-11
COc1ccc([C@H]2C(C(=O)O)=C[C@@H](CC3CCCC3)N2S(=O)(=O)c2ccc(C)cc2)cc1OC	-2	2	-0.2	1	-4	13	5	-19
COc1cccc(NC(=O)c2ccnc(N3CCC(C(=O)NCc4cc(OC)ccc4OC)CC3)c2)c1	-1	-3	.	.	3	1	.	.
CCOC(=O)N1CCC(Nc2c(NCCN3CCN(Cc4ccccc4)CC3)c(=O)c2=O)CC1	.	.	.	-1	2	.	0	-6
CCC(=O)N1c2ccc(S(=O)(=O)CCC(=O)Nc3nccs3)cc2CC1C (configuration not stated)	8	-7	.	-3	-21	0	.	.
Cc1ccc(NC(=O)CSc2nc3c(cc2C#N)C(=O)CCC3)cc1S(=O)(=O)N(C)C	0	-1	.	-4	0	2	6	-12
COc1cc(OC)cc(C(=O)NCCCCc2ccccc2)c1	7	-6	.	3	.	4	-1	3
Cc1ccc(S(=O)(=O)N2C[C@H](O)COC[C@H]3O[C@@H](CC(=O)NCCN4CCCCC4)CC[C@@H]32)cc1	3	4	-0.1	4[16.7 µM]	-4	0	3	6
CC(=O)C1CCC2C3CC(C)C4=CC(=O)CCC4(C)C3C(=O)CC12C (configuration not stated)	-6	6	1.0	-4	-7	-1	-1	-40
CS(=O)(=O)Cc1ccc(C(=O)NCC2(N3CCCCC3)CCCCC2)cc1	7	-12	.	-4	0	4	-6	-27
COCCn1c(-c2ccccc2)csc1=Nc1cccnc1	.	.	2.0	7	-1	.	0	-12
Cn1nnnc1CCOCCc1nnnn1C	-5	0	.	-1	-1	3	.	.
O=C(/C=C/NNC(=O)c1ccccc1)c1ccccc1	4	-2	.	-3	3	-2	.	.
O=C(Cc1ccccc1)N1CC[C@@H]2[C@@H](CO)Nc3ccc(-c4ccc(F)cc4)cc3[C@@H]21	-2	-3	-0.5	8[16.7 µM]	14	-9	.	.
CC1CN(C(=O)COC(=O)c2ccc3ncsc3c2)CC(C)O1 (configuration not stated)	3	-6	0.2	-3	4	-1	-3	-22
CCCCn1c(=N)n(CC(=O)c2ccco2)c2ccccc21	1	5	.	-1	7	3	-1	-23
CCN(c1cccc(C)c1)S(=O)(=O)c1cccc(C(=O)O)c1	5	-4	.	-4	4	0	.	.
CC1CCCCC1NC(=O)COC(=O)c1ccc2c(c1Cl)C(=O)c1ccccc1C2=O (configuration not stated)	-2	1	-0.6	6	1	-1	15	-17
COc1ccc(S(=O)(=O)Nc2ccc3c(c2)C(=O)N([C@@H](C)CO)C[C@H](C)[C@H](CN(C)S(=O)(=O)c2ccc(Cl)cc2)O3)cc1	5	-4	59*	3[16.7 µM]	6	-1	.	.
O=C(Nc1ccccc1)Nc1nc(-c2ccc(Cl)cc2)cs1	-2	-5	.	-1	2	5	-3	0
C=CCNC(=S)NNC(=O)c1ccc(=O)n(Cc2ccc(Cl)cc2Cl)c1	-8	-2	.	-16	-2	-1	-2	-18
O=C(c1ccc2c(c1)OCO2)N1CCCCN2[C@H](CO)[C@@H](c3ccc(-c4ccccc4)cc3)[C@H]2C1	-8	-2	0.1	8[16.7 µM]	-5	0	1	3
CC(NC(=O)c1ccccc1F)c1nnc(SCC(=O)N2CCN(c3ccccc3)CC2)n1C (configuration not stated)	.	.	-0.8	0	-10	.	1	-12
C[C@H]1CN([C@@H](C)CO)C(=O)c2cc(NC(=O)Nc3cccc4ccccc34)ccc2O[C@H]1CN(C)Cc1ccc(C(=O)O)cc1	-7	6	-0.4	-12[16.7 µM]	-6	1	0	-3
COc1ccc(S(=O)(=O)N2C[C@@H](O)COC[C@@H]3O[C@H](CC(=O)N(C)C)CC[C@H]32)cc1	7	6	0.2	-5[16.7 µM]	-2	0	1	-5

An excerpt of these results, bar-delimited:
SMILES | PglD DTNB | RAD54 inh | E-selectin induc | miR122 inh | PGC1a acetyl inh | Cneo AK release | ERAP1 HTS inh | RAD52 inh
CCC(=O)N1c2ccc(S(=O)(=O)CCC(=O)Nc3nccs3)cc2CC1C (configuration not stated) | 8 | -7 | . | -3 | -21 | 0 | . | .
Cn1nnnc1CCOCCc1nnnn1C | -5 | 0 | . | -1 | -1 | 3 | . | .

New compounds follow.
SMILES	PglD DTNB	RAD54 inh	E-selectin induc	miR122 inh	PGC1a acetyl inh	Cneo AK release	ERAP1 HTS inh	RAD52 inh
COc1ccc(-n2c(=O)c3c4c(sc3n(CC(=O)NC3CCCC3)c2=O)CCCC4)c(OC)c1	.	.	-1.2	-3	-19	.	.	-6
C[C@@H](NC(=O)C[C@@H]1C=C[C@@H](NC(=O)Nc2ccc3c(c2)OCO3)[C@H](CO)O1)c1ccccc1	7	-6	-0.2	2[16.7 µM]	-1	20	-2	2
O=C(c1cccc(S(=O)(=O)N2CCN(c3ccccc3)CC2)c1)N1CCCC(C(F)(F)F)C1 (configuration not stated)	-8	12	0.1	-9	0	-3	1	-14
COc1ccc(OC)c(NC(=S)N(CCc2c(C)[nH]c3ccc(C)cc23)Cc2cccs2)c1	-1	1	4.5	-1	-17	-1	-2	-11
CO[C@@H]1CN(C)C(=O)c2cc(NC(=O)CC(F)(F)F)ccc2OC[C@@H](C)N(C(=O)C2CC2)C[C@H]1C	-3	-2	-0.1	.	12	-10	0	-52
COC(=O)C1CCN(C(=O)COc2ccc(S(=O)(=O)N3CCOCC3)cc2Cl)CC1	-7	7	-0.2	1	0	36	0	-21
Nc1ncnc2c1ncn2[C@@H]1O[C@H](CNCc2ccccc2OCC(=O)N2CCCCC2)[C@@H](O)[C@H]1O	2	-9	0.5	-8	6	-3	-2	-15
COc1ccc(/C=N/NC(N)=S)cc1OC(=O)c1cccc2ccccc12	1	3	.	-2	8	-6	.	.
C[C@@H]1CN([C@@H](C)CO)C(=O)c2cccc(NC(=O)CCCCCC(=O)Nc3ccccc3N)c2O[C@H]1CN(C)C(=O)Nc1cccc2ccccc12	.	.	-10	.	8	.	2	13
COc1ccc(C(CNC(=O)CN2C(=O)NC(C)(c3ccc4ccccc4c3)C2=O)N2CCCC2)cc1 (configuration not stated)	2	-1	.	-3	-5	-1	-1	-76
Cc1ccc(S(=O)(=O)Nc2ccc3c(c2)C(=O)N([C@H](C)CO)C[C@@H](C)[C@@H](CN(C)S(=O)(=O)c2cccs2)OCCCC[C@H](C)O3)cc1	1	-2	-0.1	2[16.7 µM]	-14	-4	2	-32
COc1ccc(C#Cc2ccc([C@H]3[C@@H](CO)N4CCCCN(S(=O)(=O)c5ccccc5)C[C@H]34)cc2)cc1	0	-5	-0.8	-10[16.7 µM]	-15	-1	2	-7
CS(=O)(=O)N(CC(=O)NCCSC1CCCCC1)c1cccc(F)c1	-2	-5	-0.2	-6	12	-1	3	8
CCN(CC)CCn1c2c(c(SCC(=O)Nc3ccccc3Cl)nc1=O)CCC2	.	.	0.0	2	.	.	0	-20
CCOC(=O)C(=Cc1ccc2c(c1)OCO2)c1ccccc1	3	3	-0.2	-4	-24	0	-2	-11
CCc1ccc(OCC(=O)NC(NC(=S)Nc2ccccc2C)C(Cl)(Cl)Cl)cc1 (configuration not stated)	-4	1	.	10	-20	0	5	-12

Source: PubChem
